Screens deposited in PubChem BioAssay by National Center for Advancing Translational Sciences (NCATS).
DT40 TDP1 no CPT – qHTS for Inhibitors of human tyrosyl-DNA phosphodiesterase 1 (TDP1): qHTS in cells in absence of CPT; DT40 Tdp1-/- hTDP1 cells, no CPT, ATP luminescence, 48 h; Potency, µM (titrated, usually from 46.2 µM), for inactives: at the top dose activity change, negative = growth inhibition, usual class: inhibitors; actives 15% (n = 420,000); AID 686978, 2013; further: nearly all actives have a fitted effect of over 55% in size
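Readout: luminescence from CellTiter-Glo after 30 min in the dark at RT. Cells: DT40 Tdp1-/- with stable hTDP1, 400/well. Exposure: compounds alone, ≥48 hr, 37 °C.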
GCN5L2 inh – qHTS Assay for Inhibitors of GCN5L2; actives 0.21% (n = 390,000); GCN5L2 HAT assay, ThioGlo1 CoA-SH fluorescence; Potency, µM (top dose mostly 58.9 µM), for the others: at the highest dose activity change, negative = inhibition, actives largely listed as inhibitors
Target sequence (Q92830 whole entry, looked up): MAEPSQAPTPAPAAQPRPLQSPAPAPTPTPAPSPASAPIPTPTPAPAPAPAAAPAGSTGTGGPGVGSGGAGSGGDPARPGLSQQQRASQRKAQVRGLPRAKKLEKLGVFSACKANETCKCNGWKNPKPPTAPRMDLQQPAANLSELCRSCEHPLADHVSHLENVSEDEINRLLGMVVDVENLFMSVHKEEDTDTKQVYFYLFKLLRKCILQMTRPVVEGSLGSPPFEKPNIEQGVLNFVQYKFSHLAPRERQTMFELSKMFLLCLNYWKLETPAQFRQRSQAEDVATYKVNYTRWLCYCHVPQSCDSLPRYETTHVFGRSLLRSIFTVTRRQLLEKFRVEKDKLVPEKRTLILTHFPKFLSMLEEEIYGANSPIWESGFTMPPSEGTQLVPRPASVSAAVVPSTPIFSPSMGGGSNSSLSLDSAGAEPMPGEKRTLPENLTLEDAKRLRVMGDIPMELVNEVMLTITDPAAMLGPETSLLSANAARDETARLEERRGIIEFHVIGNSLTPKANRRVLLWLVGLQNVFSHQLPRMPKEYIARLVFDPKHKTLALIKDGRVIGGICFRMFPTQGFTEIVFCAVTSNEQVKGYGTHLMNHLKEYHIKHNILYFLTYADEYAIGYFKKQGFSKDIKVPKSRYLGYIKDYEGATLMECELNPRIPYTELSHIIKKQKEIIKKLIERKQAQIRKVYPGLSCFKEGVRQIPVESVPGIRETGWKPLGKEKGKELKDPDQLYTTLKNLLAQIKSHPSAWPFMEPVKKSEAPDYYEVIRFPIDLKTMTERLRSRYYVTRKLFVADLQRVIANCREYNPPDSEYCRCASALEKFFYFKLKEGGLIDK
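GCN5L2 (20 nM) in 50mM HEPES pH 7.5, 0.1mM EDTA, 0.01% Tween-20 preincubated 15 min with compounds at room temperature. Reaction started with H3(1-25) 75uM, acetyl-CoA 70uM, ThioGlo1 50uM; CoA-thiol fluorescence (Ex340/Em540) read at 0 and 20 min.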
DT40 TDP1 CPT – qHTS for Inhibitors of human tyrosyl-DNA phosphodiesterase 1 (TDP1): qHTS in cells in presence of CPT | chicken DT40 Tdp1-/-;hTDP1 cells + 20 nM CPT, ATP luminescence, 48 h | Potency, µM (top dose mostly 46.2 µM), without a hit: at the top dose activity change, negative = growth inhibition, most hits filed as inhibitors | actives 12% (n = 420,000); further: nearly all actives have a fitted effect of over 55% in size
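Chicken DT40 Tdp1-/- cells stably complemented with human TDP1 were seeded at 400 cells/well in medium containing 20 nM camptothecin, exposed to pin-transferred compounds, and grown at 37 °C for at least 48 hr. Viability was read as ATP luminescence.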
Active calls of the source: *; ? = inconclusive; . = no result given. The call rests on the fitted dose curve; in most records, active means well fitted curve in the direction sought with a large enough effect; inconclusive means small, poorly fitted or top-dose-only effect, or another doubt; inactive means no such curve, though single readings can be large; an effect the other way counts as inactive or inconclusive. On the % scale 0 is the no-effect control and ±100 the full control effect; potency means the concentration at half of the fitted maximal effect.

SMILES	DT40 TDP1 no CPT	GCN5L2 inh	DT40 TDP1 CPT
Cc1cc2n(n1)CCC(=O)N2Cc1ccc(C(=O)Nc2ccc(Br)c(C)c2)cc1	?	-9%	-28%
CCc1ccc(OCC(=O)NC(NC(=S)Nc2ccc(C)cc2C)C(Cl)(Cl)Cl)cc1 (centres undefined)	23µM*	3%	?
COc1ccc(C(=O)OCC(=O)NC(=O)NC2CCCC2)cc1[N+](=O)[O-]	-3%	-1%	-1%
CCOc1cccc2c1OC1(C)CC2NC(=O)N1Cc1ccccc1 (centres undefined)	8%	2%	-3%
COc1ccccc1CNC(=O)CN(CCc1ccccc1)S(C)(=O)=O	-27%	-4%	-4%
CC(C)N(C(=O)COc1ccc(Br)cc1Cl)C(C)C	?	0%	-10%
CCOc1ccc(-n2nc(CO)c(C(=O)NCc3ccccn3)n2)cc1	?	0%	?
Cc1nc(NC(=O)COC(=O)C2CC2C)c(Cl)cc1Cl (centres undefined)	1%	-6%	-1%
CCCCC(=O)NC(N1CCCCC1)C(Cl)(Cl)Cl (centres undefined)	-18%	-13%	-6%
O=C(Nc1nc(-c2ccc(-c3ccccc3)cc2)cs1)c1cc([N+](=O)[O-])ccc1N1CCOCC1	-26%	-4%	-7%
COc1ccccc1-c1nc2n(n1)C(c1ccccc1Cl)C(C(N)=O)=C(C)N2 (centres undefined)	-2%	1%	0%
Cc1ccc(C(=O)NCC(=O)Nc2ccc3c(c2)OCCO3)cc1	-2%	-7%	?
COc1cccc(NC(=O)C2(C)CCN2C(=O)CCc2ccc(Cl)cc2Cl)c1 (centres undefined)	?	.	?
C#CCn1c(S(=O)(=O)Cc2ccc(F)cc2)nc(-c2ccccc2)c1-c1ccccc1	10µM*	-6%	15µM*
Cc1ccccc1-n1c(SCC(=O)Nc2ccc3c(c2)OCO3)nnc1-c1ccccn1	?	-5%	-1%
COc1nc(Nc2ccccc2F)nc(OC)n1	4%	3%	-7%
CC1(C)CC(=O)C2=C(C1)N(c1ccccc1)C(N)=C(C#N)C2c1cccnc1 (centres undefined)	-17%	1%	-12%
CCC(CC)C(=O)Nc1ccc2nc(SCC(=O)N3CCCC3)sc2c1	21µM*	-6%	?
CCCOc1c(OC)cccc1C1CC(=O)Nc2cc(OC)c(OC)c(OC)c21 (centres undefined)	?	?	?
O=C1CCCCCC1C1(O)C(=O)Nc2ccccc21 (centres undefined)	7%	-1%	5%
COc1ccccc1OCC(=O)NC1CC(=O)N(c2ccc3c(c2)OCCO3)C1 (centres undefined)	-18%	-3%	0%
Cc1cccn2c(=O)c3cc(C(=O)NCCc4ccccc4)c(=N)n(Cc4ccco4)c3nc12	10µM*	-10%	21µM*
COc1ccccc1OCc1nnc(SCC(=O)NCc2ccco2)n1-c1ccccc1	-13%	-1%	-13%
Cc1ccc(C2=NN3C(C2)c2ccccc2OC32C(=O)Nc3ccccc32)cc1 (centres undefined)	?	0%	?
O=C(O)CCSC1CC(=O)N(c2ccccc2)C1=O (centres undefined)	10%	1%	-7%
CCc1ccccc1OCC(=O)Nc1cccc(S(=O)(=O)NCc2ccco2)c1	?	-15%	18µM*
Cc1ccc(OCCCC(=O)Nc2ccc(Br)cc2)cc1	-18%	-4%	?
CN(C)c1ccc(C(C(=O)NCC2CCCO2)N(C(=O)c2snc(C(N)=O)c2N)c2ccccc2)cc1 (centres undefined)	?	1%	?
CN1CCn2cnc(C(=O)NCc3ccc(CNC(=O)OC(C)(C)C)cc3)c2C1=O	19%	.	12%
Cc1ccc(CCNC(=O)CN2CCN(Cc3ccccc3F)C2=O)cc1	?	-4%	-2%
CC(=O)N1CCN(Cc2nc(C(c3ccccc3)c3ccccc3)no2)CC1	-17%	4%	-4%
S=c1[nH]c2ccccc2o1	-3%	2%	-8%
COc1cccc2c(C)cc3nnc(SCC(=O)Nc4ccc(C)cc4)n3c12	?	-3%	?
CCOC(=O)N1CCC(NC(=S)Nc2ccc3nc(N4CCN(CC)CC4)cc(C)c3c2)CC1	?	-9%	?
CN(CC(=O)Nc1cccc2ccccc12)C(=O)c1ccc(F)cc1F	3%	-4%	-17%
COc1ccc(-n2c(=O)c3ccccc3n(Cc3ccccc3Cl)c2=O)cc1	-10%	0%	-13%
O=C(CN1CCc2cc3c(cc2C1)OCCCO3)Nc1ccc(F)cc1	?	-6%	?
CCCn1c(SCC(=O)NNC(=O)c2ccc(C)cc2)nnc1C(C)C	-4%	-1%	-2%
CCOC(=O)C1CCN(C(=O)c2sc3ncnc(N4CCC(C)CC4)c3c2C)CC1	?	1%	?
C/C(=N/NS(=O)(=O)c1ccc(CC(C)C)cc1)c1ccncc1	?	-5%	?
COc1ccc(CC(=O)NNC(=O)c2ccoc2C)cc1OC	3%	0%	-13%
Cn1cnc2ccc([N+](=O)[O-])cc2c1=O	1%	-13%	-8%
Cc1cccc(N(CC(=O)NC(C)(C)C)C(=O)CCC(=O)Nc2nccs2)c1	1%	-11%	4%
COC(=O)c1c(-c2ccc(OC)c(OC)c2)csc1N	-18%	-4%	-20%
CC(C)NC(=O)C1(C)CSCC(=O)N1Cc1cccs1 (centres undefined)	1%	.	25%
Cc1c(C)n(CCC#N)c2ccc(Cl)cc12	-14%	0%	-6%
CC(C)C(c1nnnn1C1CCCCC1)N1CCCc2ccccc21 (centres undefined)	?	-1%	?
COc1ccc(OCC(O)CNC(=O)Nc2ccc(F)cc2)cc1 (centres undefined)	-6%	0%	9%
COc1ccc2[nH]c(=O)c(CN(CC3CCCO3)C(=S)Nc3cccc(C)c3)cc2c1 (centres undefined)	?	-11%	?
Cc1cc(C)n(-c2ccc(C(=O)NCc3ccc4c(c3)OCO4)cc2)n1	?	-2%	-23%
Cn1c(=O)c(=O)n(C)c2cc(NS(=O)(=O)c3ccc(Br)cc3)c(Cl)cc21	?	-5%	-26%
O=C(C[C@H]1C(=O)N(Cc2ccccc2)C[C@@H]1c1ccc(Br)cc1)Nc1ccc(Br)cc1	26µM*	.	26µM*
COc1ccc(-c2nc3scc(CCNC(=O)c4cc(OC)cc(OC)c4)n3n2)cc1	21µM*	-1%	?
CC(=O)Nc1cccc(Oc2ccc(-c3noc(C)n3)cc2)c1	-22%	-1%	-20%
NC(=O)C(c1ccccc1)C1CCCC1 (centres undefined)	-24%	1%	11%
O=c1c2ccccc2nc(SCc2nc3ccccc3s2)n1Cc1ccco1	18µM*	-2%	13µM*
COc1ccc(OC)c(CNC(=O)C2CCCN(S(=O)(=O)N3CC(C)CC(C)C3)C2)c1 (centres undefined)	?	-5%	-22%
O=C(Cc1ccccc1[N+](=O)[O-])Nc1ccc2c(c1)OCCO2	?	6%	3%
C[C@H](CO)N1C[C@H](C)[C@@H](CN(C)C(=O)Nc2cccc(Oc3ccccn3)c2)OCc2cnnn2CCCC1=O	-21%	.	-2%
Cc1ccc(Cn2c(SCC(N)=O)nc3c2c(=O)n(C)c(=O)n3C)cc1	-15%	2%	-16%
Later entries.
SMILES	DT40 TDP1 no CPT	GCN5L2 inh	DT40 TDP1 CPT
CN1CCN(C(=S)c2ccc(OCC(=O)Nc3cccc(C(F)(F)F)c3)cc2)CC1	9.2µM*	-1%	21µM*
CC(C)(C)OC(=O)NC(CNCc1ccccc1)Cc1ccccc1 (centres undefined)	?	0%	13µM*
COc1cc(OC)cc(C(=O)NCC(=O)Nc2ccc(-c3ccccc3)cc2)c1	18µM*	-12%	16µM*
COc1ccc(CNC(=O)COC(=O)c2cc3ccccc3o2)cc1	-15%	-2%	-5%
O=C(COc1ccc2ccc(=O)oc2c1)NCCCn1ccnc1	10%	-1%	8%
CN(C)S(=O)(=O)N(CC(=O)N(Cc1ccccc1)Cc1ccccc1)c1ccccc1	?	-16%	?
CC(C)c1ccc(NC(=O)C2Cc3c(-c4ccc5c(c4)OCO5)ccnc3O2)cc1 (centres undefined)	15µM*	.	?
CCOC(=O)N1CCN(S(=O)(=O)N2CCCC(C(=O)NCCCN3CCC(C)CC3)C2)CC1 (centres undefined)	22%	-4%	3%
CCN(CC)C(=O)C1=C(C)N(Cc2ccc(OC)cc2)C(=O)C(CC(=O)NC2CCCC2)C1 (centres undefined)	-7%	.	1%
Cc1ccc2nc(-c3ccsc3)c(Nc3ccccc3C)n2c1	7.3µM*	-14%	6.5µM*
O=C(C1CCN(c2nc3nonc3nc2N2CCCCC2)CC1)N1CCOCC1	7%	-8%	4%
OC(COc1ccc(CNCCc2ccc(C(F)(F)F)cc2)cc1)CN1CCCCC1 (centres undefined)	5.8µM*	-1%	4.6µM*
CCOC(=O)[C@@H]1[C@H]2COc3cc(OC)ccc3[C@H]2N2C(=O)N(c3cccc(C)c3)C(=O)[C@]12C	-22%	-2%	?
COc1ccc(/C=N/NC(=O)CCC(=O)Nc2ccccc2)cc1OC	-23%	1%	-4%
COc1ccc(-c2cc3ncc(-c4ccccc4)c(N)n3n2)cc1	?	-1%	?
CC1(C)NC(=O)N(CC(=O)OCC(=O)Nc2cc(S(=O)(=O)N3CCCCC3)ccc2Cl)C1=O	?	2%	-19%
Nc1cc(=O)[nH]c(SCC(=O)N2N=C(c3ccc4ccccc4c3)CC2c2ccccc2)n1 (centres undefined)	?	20%	?
COc1ccc(C(=O)n2ncc(C#N)c2N)cc1	-1%	-4%	-27%
COc1ccc(-c2csc(NC3=NCCCCC3)n2)cc1	2%	-1%	-4%
CC(=O)Nc1ccc(S(=O)(=O)Nc2nnc(C3CCCCC3)s2)cc1	14%	2%	-9%
CC(C)CC(=O)Nc1ccccc1N1CCCC1	0%	11%	-18%
Cc1nc(-c2ccc(Cl)cc2)sc1C1(C)CC(c2ccc(OC(F)(F)F)cc2)=NO1 (centres undefined)	-13%	1%	-24%
O=C(c1cnccn1)N1CCC2(CCCN(c3ccccn3)C2)CC1	-5%	1%	-6%
CN(CC(=O)Nc1ccc(Cl)cc1)C(=O)CCNC(=O)c1ccc(Cl)cc1	?	0%	-2%

Gathered by group, those above containing two or more sulfur atoms
SMILES	DT40 TDP1 no CPT	GCN5L2 inh	DT40 TDP1 CPT
CCC(CC)C(=O)Nc1ccc2nc(SCC(=O)N3CCCC3)sc2c1	21µM*	-6%	?
CC(C)NC(=O)C1(C)CSCC(=O)N1Cc1cccs1 (centres undefined)	1%	.	25%
O=c1c2ccccc2nc(SCc2nc3ccccc3s2)n1Cc1ccco1	18µM*	-2%	13µM*
CC(=O)Nc1ccc(S(=O)(=O)Nc2nnc(C3CCCCC3)s2)cc1	14%	2%	-9%

(further entries)
SMILES	DT40 TDP1 no CPT	GCN5L2 inh	DT40 TDP1 CPT
CCOc1ccc(NC(=O)C(C)Sc2nnc(C)n2C)cc1 (centres undefined)	?	-1%	?
COc1ccc(C)cc1N(C(=O)c1ccco1)C(C(=O)NC1CCCC1)c1ccc(N2CCOCC2)cc1 (centres undefined)	9.2µM*	4%	-13%
O=C(NCc1ccco1)c1cc(S(=O)(=O)N2CCCc3ccccc32)ccc1Cl	13µM*	4%	15µM*
Cc1cccnc1C1=NOC(Cc2ccccc2)C(=O)N1Cc1ccc(F)cc1 (centres undefined)	?	.	?
Cc1cc(=O)[nH]c(SCC(=O)Nc2nonc2C)n1	1%	-1%	-3%
CCOCCCN1C(=O)CN(C2CCCCC2)C(=O)C1c1ccc(OC)c(OC)c1 (centres undefined)	1%	-4%	13%
Cc1cc(C(=O)COC(=O)c2ccc(O)cc2O)c(C)n1-c1ccc(OC(F)F)cc1	7.3µM*	-5%	21µM*
CCSCCNC(=O)c1cc(-n2cnnc2)ccc1Cl	-7%	0%	-12%
CCN(c1ccccc1)S(=O)(=O)c1cccc(C(=O)NCC(c2cccs2)N2CCOCC2)c1 (centres undefined)	?	2%	21µM*

Looked up one by one from the list above:
SMILES	DT40 TDP1 no CPT	GCN5L2 inh	DT40 TDP1 CPT
COc1cc(OC)cc(C(=O)NCC(=O)Nc2ccc(-c3ccccc3)cc2)c1	18µM*	-12%	16µM*
CC(C)c1ccc(NC(=O)C2Cc3c(-c4ccc5c(c4)OCO5)ccnc3O2)cc1 (centres undefined)	15µM*	.	?
C#CCn1c(S(=O)(=O)Cc2ccc(F)cc2)nc(-c2ccccc2)c1-c1ccccc1	10µM*	-6%	15µM*
CCSCCNC(=O)c1cc(-n2cnnc2)ccc1Cl	-7%	0%	-12%
Cc1cc2n(n1)CCC(=O)N2Cc1ccc(C(=O)Nc2ccc(Br)c(C)c2)cc1	?	-9%	-28%
O=C(COc1ccc2ccc(=O)oc2c1)NCCCn1ccnc1	10%	-1%	8%
